# GSK3B inh: inhibitors of human GSK3beta kinase. P49841. GST-GSK3beta kinase, ADP-Glo luminescence, 60 min; hits give low values. activity score (negative = inhibition), % at 10 µM. actives 0.038% (n = 300,000). AID 2097;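 active = more than half of replicate wells score below -50%, meaning over 50% inhibition versus plate controls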;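 also: 0% = median DMSO wells and -100% = median GW8510 positive control wells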
# Target sequence (P49841 whole entry, looked up): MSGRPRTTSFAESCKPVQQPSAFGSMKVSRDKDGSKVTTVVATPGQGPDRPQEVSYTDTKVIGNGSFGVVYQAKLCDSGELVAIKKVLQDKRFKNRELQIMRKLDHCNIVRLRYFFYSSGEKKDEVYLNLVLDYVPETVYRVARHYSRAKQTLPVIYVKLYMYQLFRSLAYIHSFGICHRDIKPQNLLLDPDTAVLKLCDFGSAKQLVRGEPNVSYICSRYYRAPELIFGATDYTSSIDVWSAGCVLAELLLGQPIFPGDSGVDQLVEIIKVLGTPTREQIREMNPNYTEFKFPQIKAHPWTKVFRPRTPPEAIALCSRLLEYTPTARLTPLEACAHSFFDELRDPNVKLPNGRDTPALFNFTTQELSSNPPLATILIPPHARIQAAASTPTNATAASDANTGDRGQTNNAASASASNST
#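 Assay system: GST-tagged human GSK3beta kinase, cell-free; Input: 1.6 ng GSK3beta; Medium: Tris/MgCl2 kinase buffer; Timing: 60 min enzyme reaction, room temperature; Signal: ADP-Glo luminescence quantifying ADP generated by kinase; Evaluation: score relative to plate controls; Benchmarks: DMSO neutral wells and GW8510 at 20 µM as positive.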
# KLF5 inh: kruppel-like factor 5 inhibition; DLD-1 KLF5 promoter-luciferase reporter, luminescence; inhibition, % at 5 µM; actives 0.23% (n = 290,000);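 active = inhibition above a per-plate limit of that plate's mean compound inhibition plus 3 SD, cut at about 60% in these data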;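 also: 0% = DMSO wells and 100% = LY294002 at 200 µM; higher means less KLF5 promoter-driven luciferase light; inactives centre near -14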
# HSF1 inh: HSF1 inhibition. NIH3T3-HGL HSE-luciferase, MG132-induced, luminescence 8 h; hits give low values. activity change, negative = inhibition, % at 7.5 µM (by protocol). actives 0.77% (n = 300,000). AID 2098;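 active = more than half of replicate wells show activity change below -50%, luminescence cut by over half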;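 also: luciferase reports HSF-1 transcriptional activity via heat shock element; 0% = median of DMSO wells and -100% = zero luminescence signal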
# GSK3A inh: blocks human GSK-3 alpha kinase; P49840; ADP-Glo luminescence, 60 min; inhibition, % at 10 µM; actives 0.1% (n = 320,000); AID 2650;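 in the data active = inhibition above about 50%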;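 also: GST-tagged GSK-3 alpha with peptide substrate and 25 µM ATP; 0% = DMSO neutral wells and 100% = GW8510 positive control wells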
# Target sequence (P49840 whole entry, looked up): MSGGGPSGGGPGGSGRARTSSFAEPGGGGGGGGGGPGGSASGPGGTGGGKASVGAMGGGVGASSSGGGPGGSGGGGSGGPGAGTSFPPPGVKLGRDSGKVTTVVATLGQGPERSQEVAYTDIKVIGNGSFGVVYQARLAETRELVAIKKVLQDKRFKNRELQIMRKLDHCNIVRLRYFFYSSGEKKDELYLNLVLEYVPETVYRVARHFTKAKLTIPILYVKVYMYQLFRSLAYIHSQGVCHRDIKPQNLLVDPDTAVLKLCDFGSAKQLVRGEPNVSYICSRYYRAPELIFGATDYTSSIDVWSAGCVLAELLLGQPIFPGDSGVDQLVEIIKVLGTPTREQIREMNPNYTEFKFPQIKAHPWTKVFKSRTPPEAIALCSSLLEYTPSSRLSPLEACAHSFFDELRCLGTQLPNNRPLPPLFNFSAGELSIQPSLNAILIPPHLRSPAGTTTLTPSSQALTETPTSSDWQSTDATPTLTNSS
# HIF activator: HIF pathway transcriptional activation; U2OS HRE-luciferase reporter, luminescence; normalized: DMSO 0%, desferrioxamine 100%; actives 0.32% (n = 300,000); activation, % at 7.5 µM (by protocol);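 active = mean activation of at least 10% of the iron chelator positive control signal, with at least half of replicates also reaching 10%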
# IEC-6 tox: kills IEC-6 intestinal cells in KLF5 counter-screen; IEC-6 cytotoxicity, luminescence viability; inhibition, % at 5 µM; actives 0.78% (n = 290,000); AID 1825; in the data active = inhibition above about 22%;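 also: 0% = plate median of test compound wells and 100% = cytotoxic reference compound wells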
# HSP90 inh: blocks HSP90-mediated luciferase refolding in reticulocyte lysate. Rabbit reticulocyte lysate, luciferase refolding luminescence, 3 h. inhibition, % at 5.6 µM. actives 0.91% (n = 290,000). AID 1789;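 active = inhibition above the screen-wide mean plus 3 SD, computed separately per campaign, cut at about 16% in these data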;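 also: 0% = DMSO wells and 100% = 60 µM geldanamycin wells; inhibitors lower the luminescence because luciferase stays unfolded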
# HSF1 activator: increases HSF-1 driven luciferase reporter signal. activation, % at 9 µM. NIH3T3-HGL HSF-1 luciferase reporter, MG132, 8 h; 100% = twice DMSO control signal. actives 1.7% (n = 300,000);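 active = mean replicate activation of at least 50% with a set share of replicates each reaching 50%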;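 also: 0% = median of the neutral control wells and 100% = twice that signal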
# aSyn UTR inh: MLPCN primary screen, SNCA 5' untranslated region. alpha-synuclein 5'UTR reporter, inhibitor activity. actives 0.82% (n = 300,000). AID 1813. inhibition, % (tested at 7.5 µM); in the data active = inhibition above about 60%;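 also: H4 neuroglioblastoma cells stably carrying SNCA 5'UTR luciferase fusion; 0% = DMSO wells and 100% = positive control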
# AI-2 QS modul: modulators of Vibrio harveyi AI-2 quorum sensing system; Vibrio harveyi JMH597 AI-2 luminescence/OD600 ratio, 9 h; hits give low values; strain lacks LuxN and CqsS sensors; 0 = neutral-control median; activity change, % at 7.5 µM; actives 0.4% (n = 300,000); in the data active = activity change below about -75%, passing the limit was not always enough;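 also: luminescence divided by OD600 gain over 9 h not by final OD600 alone; inactives centre near 13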
# Numbers without * were called inactive; / = not tested or not shown.
SMILES,GSK3B inh,KLF5 inh,HSF1 inh,GSK3A inh,HIF activator,IEC-6 tox,HSP90 inh,HSF1 activator,aSyn UTR inh,AI-2 QS modul
C=CCN1CCN(C(c2ccccc2)c2nnnn2CCC(C)C)CC1 (stereo unspecified),5,-20,-11,0,-0.3,3,2,0,9,12
COC(=O)C1C(O)=C(C=NCC(C)N=CC2=C(O)C(C(=O)OC)C(C)(C)CC2=O)C(=O)CC1(C)C (stereo unspecified),6,-19,0,1,-0.7,-18,-2,-2,12,22
O=C(CCc1nc2ccccc2[nH]1)N1CCc2ccccc2C1,2,12,2,0,0.1,-2,-5,17,1,33
O=C(NCCS(=O)(=O)N1CCN(c2ccccc2)CC1)C1CC(=O)N(c2ccc(F)cc2)C1 (stereo unspecified),2,5,-1,1,0.0,3,3,-2,28,3
C=CCn1cc(C(=O)NCCN(CC)CC)c(=O)c2cc(S(=O)(=O)N3CCCCCC3)ccc21,6,-6,-9,-3,-0.4,4,-2,0,-21,9
CCSc1nnc(-c2ccncc2)n1Cc1ccccc1,-1,-1,-4,0,0.0,-2,0,-21,5,12
COc1cc(OC)c(OC)cc1CNC(=O)c1cc(=O)c2ccccc2o1,0,4,1,-4,-0.3,4,-2,8,1,0
Cc1ccn2cc(CNS(=O)(=O)c3cccs3)nc2c1,1,-35,3,1,0.2,4,-2,3,-1,16
O=S(=O)(c1cc(Cl)ccc1Cl)N1CCNCC1,2,-19,-2,-1,0.1,-6,-2,-13,0,24
O=C(Cc1ccccc1F)OCC(=O)N1CCN(C(=O)c2ccco2)CC1,2,-14,-2,4,-0.3,0,-3,-13,11,8
COCC1CCCCN1C(=O)c1cccc(OC2CCN(S(C)(=O)=O)CC2)c1 (stereo unspecified),1,-32,1,/,0.6,1,3,13,-14,6
CC(C)(C)C(=O)C1=C(O)C(=O)N(Cc2ccccc2)C1c1ccccc1Cl (stereo unspecified),-2,-23,-7,-4,0.5,9,0,0,3,-2
Cn1cc(CN2CCCC(C(=O)Nc3cccc(-n4cccn4)c3)C2)cn1 (stereo unspecified),2,-19,0,-1,0.3,2,-2,12,32,/
COc1ccc(C2(NC(C)=O)CCN(C(=O)CCC(=O)O)CC2)cc1,1,-14,-10,-1,0.0,1,2,16,-5,19
CCOc1ccc(S(=O)(=O)N(CC)CC)cc1N,5,-1,1,1,-0.2,6,-3,6,43,16
Cc1ccc(C(=O)N2CCCC(Nc3ccc(C(C)C)cc3)C2)cn1 (stereo unspecified),2,-18,-3,/,-0.2,2,-2,-10,8,9
Cc1cccc(CN2CCC(Oc3ccc(C(=O)N4CCCCC4)cc3)CC2)c1,-1,-21,5,-4,-2.8,4,1,-1,-2,67
CCOc1ccc(CN(C(=O)c2ccccn2)c2ccc(OC)c(Cl)c2)cc1,2,-29,15,-3,1.5,1,-5,23,-55,35
O=c1c2[nH]c3ccccc3c2ncn1CCCn1ccnc1,-1,-43,3,7,-0.2,4,1,4,-33,14
CN(C)CCNC(=O)c1c(CSc2ccccc2)noc1C(=O)NCc1ccccc1,-1,/,-8,-1,-0.6,/,/,-23,12,10
CCCN1CCC(=NNc2ccc(S(N)(=O)=O)cc2[N+](=O)[O-])CC1,1,3,-3,-2,-0.4,-8,0,1,3,27
CCN(CCO)C(=O)C(c1ccccc1)c1ccccc1,1,0,-4,-2,-0.1,-4,-2,-10,-12,8
Cc1ccc(NC(=O)CCNS(=O)(=O)c2ccccc2)cc1S(=O)(=O)N1CCOCC1,0,/,1,0,2.8,/,/,8,-13,13
COc1ccc(CCN(C)C/C=C/c2ccccc2[N+](=O)[O-])cc1OC,2,-39,-3,0,-0.1,2,-2,-14,22,22
Nc1ccc(O)cc1C(=O)OCC(=O)c1ccc(C2CCCCC2)cc1,0,-9,-36,0,-2.8,2,-4,-43,-37,39
Cc1ccccc1NC(=O)/C(C#N)=C\c1cn(CC(=O)O)c2ccccc12,-3,-20,-6,-3,0.0,8,1,2,-4,10
Cc1cc(C)nc(NS(=O)(=O)c2ccc(N/C=C/C(=O)c3ccc(Cl)cc3)cc2)n1,2,-8,-2,/,-0.1,2,6,-2,20,16
CCOc1ccc(NC2=CC(=O)CCC2)cc1,0,-35,3,-2,-31,-7,-3,15,-14,13
CCOc1ccc(OCC)c(S(=O)(=O)n2ccnc2C)c1,-3,-2,-1,-2,0.6,6,1,27,14,7
CCCc1cc(=O)[nH]c(SCC(=O)c2ccc3c(c2)NC(=O)CO3)n1,1,6,0,0,0.4,-4,-1,-11,2,20

# Compounds shown so far with two or more sulfur atoms, in the order listed:
SMILES,GSK3B inh,KLF5 inh,HSF1 inh,GSK3A inh,HIF activator,IEC-6 tox,HSP90 inh,HSF1 activator,aSyn UTR inh,AI-2 QS modul
Cc1ccn2cc(CNS(=O)(=O)c3cccs3)nc2c1,1,-35,3,1,0.2,4,-2,3,-1,16
Cc1ccc(NC(=O)CCNS(=O)(=O)c2ccccc2)cc1S(=O)(=O)N1CCOCC1,0,/,1,0,2.8,/,/,8,-13,13

# Carrying on.
SMILES,GSK3B inh,KLF5 inh,HSF1 inh,GSK3A inh,HIF activator,IEC-6 tox,HSP90 inh,HSF1 activator,aSyn UTR inh,AI-2 QS modul
O=C(O)c1cc(-c2cccs2)nn1-c1ccccc1,2,2,-17,-6,-0.4,-5,0,-35,6,37
COc1cc([C@@H]2c3cc4c(cc3[C@@H](O[C@@H]3O[C@@H]5CO[C@@H](C)O[C@H]5[C@H](O)[C@H]3O)[C@H]3COC(=O)[C@H]23)OCO4)cc(OC)c1O,-6,/,6,0,8.4,/,/,-12,39,14
CN(CC(=O)Nc1ccc(C#N)cc1)Cc1ccc(Cl)c(Cl)c1,1,-13,-2,-1,-1.2,2,-1,-17,1,4
S=C(NCCc1ccccc1)N/N=C/c1cccc(Cl)c1Cl,2,-4,16,-1,1.6,10,0,38,-22,23
O=C(Nc1ccc(Br)cc1)c1ccc(N2C(=O)C3CC=C(Cl)CC3C2=O)cc1 (stereo unspecified),3,-18,0,-1,-0.3,-2,0,10,-1,7
CC(=O)Nc1ccc(C(=O)CSc2nnc(Cn3nnc4ccccc43)n2C)cc1,1,-8,-5,-2,0.4,-1,1,-10,30,2
Cc1cc(C)c2c(=O)[nH]c(SCC(=O)Nc3ccc(N(C)C)cc3)nc2n1,-5,1,6,-2,0.0,-1,-1,21,-25,6
O=C(CSCCc1ccccn1)Nc1ccc(Br)cn1,-42,-29,0,/,0.6,12,-3,1,-13,24
COc1cc(C2/C(=C(\O)c3ccc4c(c3)CC(C)O4)C(=O)C(=O)N2c2nnc(C)s2)cc(OC)c1OC (stereo unspecified),-2,-9,1,1,0.0,3,-2,5,-11,17
CC(C)Sc1nc(C(F)(F)F)cc(=O)n1-c1ccccc1,-2,-16,9,-2,-0.8,0,0,30,12,23
Cc1cc2c(n1-c1ccc(C(=O)O)cc1)CCCCC2,-3,-25,-10,0,-4.1,-12,3,1,2,14
O=C(CCC1CCCCC1)Nc1ccccc1O,-1,-59,45,-1,6.0,3,0,59*,-163,-85*
COc1cccc(/C=C/C(=O)OCC(=O)Nc2cccc(S(=O)(=O)N(C)C)c2)c1,3,-19,3,2,-0.1,-4,4,-9,-16,17
COC(=O)c1ccc([C@H](NC(=O)c2ccco2)[C@]2(C)C[C@H]2C2CCCCC2)cc1,1,/,1,0,-0.2,/,/,9,3,26
CCOC(=O)c1c(C)[nH]c(C(=O)CSc2ccc(Cl)cc2)c1C,1,0,41,-4,0.5,0,-2,44,-130,9
COc1ccccc1NCCC(=O)OCC(=O)Nc1ccc(Cl)cn1,-1,2,0,14,-0.1,-6,-2,1,9,40
CC1CN(c2ccccc2)c2nc3c(c(=O)[nH]c(=O)n3C)n2C1 (stereo unspecified),5,-10,-7,14,0.1,-1,0,2,39,21
Cc1cc2nc(C3CCCN(C(=S)Nc4ccccc4C)C3)[nH]c2cc1C (stereo unspecified),0,26,-31,0,/,-1,4,-34,7,18
COc1ccc(C)cc1S(=O)(=O)N(CC(=O)NC1CCCC1)c1ccc(F)cc1,-5,-28,3,0,-0.1,2,-5,1,-7,14
CN1CCc2ccccc2CC1=O,-4,-6,2,-3,-0.4,5,-1,16,16,-6
C=CCN(C(=O)CCC(=O)Nc1cc(C)on1)C(C(=O)NC1CCCC1)c1ccc(Cl)cc1 (stereo unspecified),-5,-9,-1,3,0.0,5,-1,11,10,43
O=C(Cn1cc(C(F)(F)F)ccc1=O)NCCc1ccc(Cl)cc1Cl,3,-18,4,2,-0.2,-1,2,10,-15,13
Cc1oc(-c2ccccc2Cl)nc1CSCC(=O)NC1CCCC1,1,-4,11,-4,-0.6,4,-1,5,2,11
O=C(CSc1nc2[nH]ncc2c(=O)[nH]1)NCc1ccc(F)cc1,-2,-9,0,0,-0.3,-1,-3,-2,-1,28
Cc1ccc(-n2c(SCC(=O)O)nc3c(sc(=S)n3-c3ccc(C)c(C)c3)c2=O)cc1,9,-45,-6,-3,-1.4,-4,-4,-3,5,21
C/C(=N/NC(=O)c1ccccc1O)c1ccc(N2C(=O)C3CCCCC3C2=O)cc1 (stereo unspecified),-3,-36,8,0,1.2,-4,3,-4,-38,25
Cc1c(C(=O)N2CCCC2)oc2c1-c1nn(CC(=O)NCCCN3CCCCC3C)cc1CC2 (stereo unspecified),-5,-24,3,-3,0.0,1,4,-3,-19,-2
O=C(CCc1nnc2ccc(N3CCC4(CC3)OCCO4)nn12)NCc1ccc(F)cc1,0,-16,-72*,-1,0.2,-3,1,-77,1,6
O=c1cc(N2CCN(Cc3ccccc3)CC2)[nH]c(=O)n1-c1cccc(C(F)(F)F)c1,3,-23,-4,-6,0.1,-2,4,8,17,24
COc1cccc(NC2=NC3(CCCCC3)N=C(N)N2)c1,4,-19,3,-1,1.2,5,0,19,-30,35
CC1CCCN(C(=O)c2cc3c(-c4ccc(Cl)cc4)nn(C)c3s2)C1 (stereo unspecified),1,13,-7,-2,/,2,0,-5,-45,10
Nn1c(SCC(=O)Nc2cccc(C(F)(F)F)c2)nncc1=O,0,-15,0,-1,-0.2,0,-4,1,13,10
COC(=O)Cc1c(C)nc2nc(NCc3ccc(Cl)cc3)[nH]n2c1=O,3,-17,-3,-1,-1.1,4,-6,19,22,35
N#C/C(=C(O)\C=C\c1ccccc1)c1nc2ccccc2[nH]1,0,-4,2,-1,-0.1,4,7,9,-29,33
COc1ccc(Cl)cc1N1C(=O)C2CCCN2C1c1cccc(F)c1 (stereo unspecified),1,-6,-1,/,-0.1,-4,-1,-7,-34,16
CC(=O)Nc1ccc(S(=O)(=O)NCCN2CCNC2=O)cc1Cl,-2,-27,-6,0,0.2,6,-1,19,0,27
COc1cccc(OC)c1C(=O)N1CCN(Cc2ccc3c(c2)OCO3)CC1,2,0,-11,-1,-0.3,-3,-1,-6,19,6
CCN1CCN(c2nc(-c3ccccc3)c3ccccc3n2)CC1,-1,-15,-9,0,0.8,-5,-1,-18,-17,17

# Source: PubChem BioAssay

# Random draw from the library (roughly 4.7% active in at least one column).
